# Screening results: PubChem BioAssay, National Center for Advancing Translational Sciences (NCATS)
# p53 reactivation – re-activators of mutant p53; AID 504706; 0.063% of 320,000 active; H1299 p53-A138V BP100-luciferase reporter, luminescence, 24 h; Potency, µM (series often up to 92.2 µM), inactives show top-dose activity change, positive = activation, most hits filed as activators; further: potency means the concentration at half of the fitted maximal effect; % of control where 0% means no effect; nearly all actives have a fitted effect of over 45% in size
#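 p53-null H1299 cells stably carrying temperature-sensitive p53-A138V and a BP100-luciferase reporter were pinned with compounds (4-point, 1:5 series) and held 24 hrs at 37 deg C. Luminescence was read 10 min after detection reagent.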
# TRPV1 ag – human TRPV1 agonism | Q8NER1 | activation, % at 8.33 µM | TRPV1-expressing cells, Fluo-8 calcium influx, agonist mode | 0.19% of 320,000 active; in the data active means activation above about 80%; inconclusive means between about 30% and that limit; further: 0% is about no effect
# Target sequence (Q8NER1 whole entry, looked up): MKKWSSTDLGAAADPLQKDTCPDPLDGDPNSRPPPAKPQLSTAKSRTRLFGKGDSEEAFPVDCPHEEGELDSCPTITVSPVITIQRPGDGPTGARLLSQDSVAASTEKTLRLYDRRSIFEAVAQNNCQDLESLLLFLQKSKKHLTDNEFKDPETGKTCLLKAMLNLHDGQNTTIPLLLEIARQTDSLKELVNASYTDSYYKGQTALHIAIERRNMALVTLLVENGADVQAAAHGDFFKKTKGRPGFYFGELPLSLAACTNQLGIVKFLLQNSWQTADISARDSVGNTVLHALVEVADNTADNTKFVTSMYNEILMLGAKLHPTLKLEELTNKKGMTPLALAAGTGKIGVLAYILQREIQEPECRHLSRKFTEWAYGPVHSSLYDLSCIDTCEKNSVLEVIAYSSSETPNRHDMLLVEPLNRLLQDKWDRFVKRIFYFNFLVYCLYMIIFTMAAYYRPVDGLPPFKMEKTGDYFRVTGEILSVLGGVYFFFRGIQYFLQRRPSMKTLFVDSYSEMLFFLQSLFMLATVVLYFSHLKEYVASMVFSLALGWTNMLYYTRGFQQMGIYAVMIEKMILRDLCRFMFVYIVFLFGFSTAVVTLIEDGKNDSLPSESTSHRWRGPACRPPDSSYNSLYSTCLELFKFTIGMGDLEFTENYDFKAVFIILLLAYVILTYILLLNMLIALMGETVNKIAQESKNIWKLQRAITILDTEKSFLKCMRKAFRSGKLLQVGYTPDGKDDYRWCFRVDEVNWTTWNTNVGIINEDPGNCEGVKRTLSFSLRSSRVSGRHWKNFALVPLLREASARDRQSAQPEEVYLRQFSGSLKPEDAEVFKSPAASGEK
#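 Fluo-8 calcium influx in TRPV1-expressing cells, kinetic read (ex 480/em 520 nm). Compound added and read 3 min for agonist activity, followed by capsaicin at EC20 final and 2 min further read for enhancement.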
# BRCA1 expr act – BRCA1 expression activation. Potency, µM (top dose mostly 46.1 µM), for inactives: at the top dose activation, most hits filed as activators. AID 624202. 1.1% of 380,000 active. MCF7-BRCA1-FFLuc reporter, luminescence, 48 h; response scale: scaled: vehicle 0%, 10 µM genistein 100%; further: potency means the concentration at half of the fitted maximal effect; nearly all actives have a fitted effect of over 80% in size; some results filed as inactive show a strong effect at the top dose
#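 Activators of BRCA1 expression were detected as increased firefly luciferase luminescence in engineered MCF7 cells after 48 h compound incubation. Signals were scaled to genistein 10 microM as full activation.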
# Eya2 inh – blocks the phosphatase activity of human Eya2. recombinant Eya2, OMFP fluorescence dephosphorylation (OMFP is methylfluorescein phosphate). 0.006% of 330,000 active. Potency, µM (highest dose often 76.9 µM), for inactives: at the highest dose activity, negative = inhibition, usual class: inhibitors; further: potency means the concentration at half of the fitted maximal effect; on the % scale 0 is the no-effect control and ±100 the full control effect
#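 Eya2 protein (added as 0.2 uM solution) was preincubated with compound for 10 min at ambient temperature in 50 mM HEPES pH 7.5, 50 mM NaCl, 5 uM MgCl2, 0.05% BSA, 1 mM DTT. OMFP (added at 50 uM) then reacted 10 min; fluorescence read at 485/525 nm.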
# USP2a block – USP2a (human) protease inhibition; AID 463254; 0.01% of 330,000 active; USP2 core, Ub-CHOP2 coupled fluorogenic reporter, 485/531; Potency, µM (top dose mostly 38.3 µM), inactives show top-dose activity change, negative = inhibition, most hits filed as inhibitors;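 further: potency means the concentration at half of the fitted maximal effect; plate controls were DMSO wells for no effect and full inhibition by NEM control for full effect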
#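 Cell-free coupled assay: 10nM USP2 core preincubated 30min RT with compound in Tris-HCl pH 8.0/CaCl2/CHAPS buffer, then 25nM Ub-CHOP2 and 25nM reporter substrate; fluorescence (Ex 485/Em 531) read after 60min RT, normalized to NEM inhibition, concentration-response curves fitted.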
# ELG1 genotox – inducers of genotoxicity in HEK293T ELG1-luciferase cells; Potency, µM (highest dose often 46 µM), without a hit: at the highest dose activity change, positive = activation, actives largely listed as activators; 1.3% of 330,000 active; HEK293T ELG1-luciferase reporter, luminescence, 16 h; further: potency means the concentration at half of the fitted maximal effect; % of control where 0% means no effect; nearly all actives have a fitted effect of over 60% in size
#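 HEK293T cells expressing luciferase-tagged ELG1 were exposed to compound or DMSO vehicle for 16 hr at 37 °C and 5% CO2. Luciferase activity was then measured with ONE-Glo after 30 min at room temperature.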
# uPA generation – inhibitors of cell surface uPA generation; cell surface uPA generation assay, qHTS; Potency, µM (doses to about 38.3 µM), for inactives: at the top dose activity change, negative = inhibition, most hits filed as inhibitors; 0.31% of 330,000 active; AID 540303; active means well fitted inhibition curve with a large enough effect; inconclusive means small, poorly fitted or top-dose-only effect; inactive means no such curve, though single readings can be large or run the other way; tested in mouse RAW 264.7 cells; further: potency means the concentration at half of the fitted maximal effect; on the % scale 0 is the no-effect control and ±100 the full control effect; nearly all actives have a fitted effect of over 55% in size
# PTAP TSG101 blk – blocks PTAP/TSG101 interaction to inhibit HIV-1 budding; Q99816; AID 493005; 340,000 tested, under 10 active; Fluorescence polarization, FITC-PTAP peptide / Tsg101 binding; Potency, µM (series often up to 115 µM), without a hit: at the top dose activity change, negative = inhibition, hits mostly inhibitors; active means well fitted inhibition curve with a large enough effect in the main read-out, with a control signal flat, not every such curve was filed as active; inconclusive means small, poorly fitted or top-dose-only effect, or effect the other way, or a change in a side signal; inactive means no such curve, though single readings can be large or run the other way; further: potency means the concentration at half of the fitted maximal effect; % of control where 0% means no effect
#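 Tsg101 binding domain (10 uM final) was mixed with compound and a FITC-labeled PTAP peptide (50 nM final) in HEPES pH 7.5 buffer with NaCl, Tween 20, EDTA and TCEP; fluorescence polarization was read after 20 min at r.t.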
# a7 integrin act – activates integrin-mediated alleviation for muscular dystrophy; alpha7betagal myoblasts, beta-gal FDG fluorescence, 48 h; AID 624291; 0.064% of 350,000 active; Potency, µM (highest dose often 38.3 µM), for the others: top-dose activation, most hits filed as activators;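 further: potency means the concentration at half of the fitted maximal effect; 100% = response of the positive control SU9516; nearly all actives have a fitted effect of over 60% in size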
#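 alpha7betagal+/- myoblasts (passage 13, 250/well) treated 48 h at 37C with compounds at 1:260 dilution of DMSO stock. Lysed, then beta-galactosidase activity read as FDG fluorescence (ex 480/em 540) after 30 min, with pre-read for autofluorescence.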
# B2AR arrestin – recruits beta-arrestin to the human beta2-adrenergic receptor. P07550. beta-arrestin recruitment to beta2AR, cell-based reporter. Potency, µM (top dose mostly 46.1 µM), for the others: at the highest dose activation, hits mostly activators. 0.02% of 330,000 active. AID 492947;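 further: potency means the concentration at half of the fitted maximal effect; 0% = DMSO controls and full agonism = EC100 isoproterenol or metaproterenol; nearly all actives have a fitted effect of over 65% in size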
# ASM inhibitor – blocks human secretory acid sphingomyelinase | P17405 | placental ASM, HMU-PC fluorogenic substrate, 60 min | Potency, µM (top dose mostly 57.5 µM), inactives show at the highest dose activity change, negative = inhibition, most hits filed as inhibitors | 0.006% of 340,000 active; further: potency means the concentration at half of the fitted maximal effect
#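 qHTS format. ASM enzyme prepared from human placenta hydrolyses the fluorogenic substrate HMU-PC0 (9 uM final) over 60 min at 37 °C after a 10 min compound preincubation.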
# Starred values were filed as active, the others as inactive; i = inactive; ? = inconclusive; . = not tested or not shown; [ ] = dose if it differs, or a comment. Unless noted, the call rests on the fitted dose curve; in most records, active means well fitted curve in the direction sought with a large enough effect; inconclusive means small, poorly fitted or top-dose-only effect, or another doubt; inactive means no such curve, though single readings can be large; an effect the other way counts as inactive or inconclusive.
molecule	p53 reactivation	TRPV1 ag	BRCA1 expr act	Eya2 inh	USP2a block	ELG1 genotox	uPA generation	PTAP TSG101 blk	a7 integrin act	B2AR arrestin	ASM inhibitor
Cc1ccccc1OCC(=O)N(Cc1nnc(-c2ccc(Cl)cc2)o1)C(C)C	3%	4	-30%	1%	-6%	2%	5%	1%	-13%	2.9%	-3%
CN(Cc1ccccc1)C(=O)c1ccc(NC(=O)C2CCN(C(=O)OC(C)(C)C)CC2)cc1	1%	.	-30%	-23%	6%	-5%	-2%	-7%	22%	-0.1%	-8%
Cn1c(Cn2c(=O)sc3ccccc32)nnc1SCC(=O)Nc1ccc2c(c1)OCO2	.	.	-9%	.	.	.	1%	0%	25%	.	0%
COc1ccc(NC(=O)Nc2cccs2)cn1	8%	5	29%	7%	-1%	5%	3%	-4%	-16%	-0.8%	-2%
O=C(O)C(NS(=O)(=O)c1cccc2nsnc12)c1ccccc1 (centres undefined)	-3%	-1	10%	9%	3%	0%	0%	-2%	0%	-0.4%	3%
COc1ccc(/C=C/C(=O)Oc2ccc(C)cc2)cc1	.	0	-1%	?	4%	-1%	-19%	0%	-11%	-0.3%	6%
Cn1c(CC(=O)NNC(=O)c2cccnc2)nc2ccccc21	6%	-3	2%	-8%	-5%	1%	-12%	-13%	?	0.1%	1%
CC(OC(=O)C1=COCCO1)C(=O)Nc1ccc(Cl)cn1 (centres undefined)	0%	-1	-17%	10%	0%	1%	6%	0%	15%	-1.0%	3%
Cc1ccc(S(=O)(=O)N(C)c2ccc(OCC(=O)N3CCCCC3)cc2)cc1	-12%	20	-17%	-9%	0%	-11%	9%	-2%	4%	0.5%	-4%
Cc1nc2ccccc2n1CC(O)Cn1c(C(F)(F)F)nc2ccccc21 (centres undefined)	5%	-2	-28%	-15%	-2%	1%	-4%	-6%	-8%	-1.2%	3%
Cc1ccc(CNC(=O)COC(=O)c2cnc(C)cn2)cc1	6%	-2	0%	0%	2%	-2%	2%	-2%	13%	0.2%	-2%
COc1cccc(C2CN(c3ccc(F)cc3F)N=C2c2cccs2)c1OC (centres undefined)	-8%	13	-3%	11%	0%	-3%	-18%	2%	11%	-0.7%	i
O=C(O)c1cccc(S(=O)(=O)Nc2ccccc2C(=O)NCCc2ccccc2)c1	?	-3	38%	0%	-1%	16%	2%	-2%	2%	-0.2%	1%
Cc1cc(NC(=O)c2cnn3cccnc23)no1	?	-7	59%	5%	-2%	4.1µM*	-14%	-7%	6%	-0.8%	-4%
Cc1nn(Cc2c(F)c(F)c(F)c(F)c2F)c(C)c1NC(=O)c1ccc(COc2cc(Cl)ccc2Cl)cc1	?	1	90%	15%	-4%	?	.	-1%	21%[7.66 µM]	0.0%	-7%
Cc1cc(C)n(C(=O)C(C(=O)c2ccccc2)C(C)C)n1 (centres undefined)	-13%	3	-14%	-4%	4%	-1%	-5%	-1%	?	-0.8%	-1%
O=C(COc1ccc2c(-c3ccccc3)cc(=O)oc2c1)NCC1CCC(C(=O)O)CC1 (centres undefined)	.	-1	22%	4%	3%	4%	-1%	-4%	30%	-0.5%	-6%
Cc1ccc(NC(=O)C2CCN(S(C)(=O)=O)CC2)c(C)c1	?	2	4%	-1%	-3%	0%	12%	-6%	21%	-0.1%	0%
CCN1CCN(CC(O)COCc2ccccc2)CC1 (centres undefined)	11%	4	-16%	-2%	1%	2%	4%	-1%	20%	-1.3%	3%
COc1ccc(NC(=O)Cn2nnc(-c3ccccc3NS(=O)(=O)c3ccccc3)n2)cc1	-8%	7	-57%	2%	-6%	3%	0%	-2%	-42%[inhibitor]	6.2%	-8%
CCOc1ccc(NC(=O)CC2S/C(=N/N=C3CCCCCC3)NC2=O)cc1 (centres undefined)	-7%	-3	0%	18%	2%	-10%	-4%	0%	24%	0.0%	-5%
CCCC1=C/C(=C/c2ccc(-c3ccccc3OC)o2)C(=O)O1	-5%	0	-17%	9%	2%	2%	-2%	1%	7%	?	197%[activator]
O=C(Cc1n[nH]c(=O)c2ccccc12)NCc1ccc(Cl)cc1	-2%	?	18%	18%	4%	-3%	4%	-7%	-8%	-0.2%	6%
CCOC(=O)C1=C(C)OC(N)=C(C#N)C1c1cc2c(cc1Br)OCO2 (centres undefined)	18%	-1	0%	-11%	-8%	6%	-4%	-8%	-15%	-0.3%	-1%
O=C(CN1CCCC1)Nc1ccccc1Sc1ccc(Cl)cc1	5%	-12	-8%	-6%	-9%	8%	16%	1%	0%	-0.2%	6%
CC(=O)Nc1sc2c(c1CN1CCN(c3ccccn3)CC1)CCCC2	?	11	-45%	-10%	-7%	-5%	.	-12%	-33%	0.1%	9%
CCC1Oc2ccccc2N(CC(=O)NCc2cccs2)C1=O (centres undefined)	24%	9	?	3%	7%	3%	-4%	-1%	-17%	-0.2%	1%
COc1cc(NC2c3ccccc3C(=O)N2Cc2ccccc2Cl)cc(OC)c1OC (centres undefined)	-1%	7	-4%	9%	1%	5%	3%	1%	-18%	0.5%	-1%
CCN(CC)C(=O)/C(=C/c1ccc2c(c1)OCO2)NC(=O)c1ccc(Br)cc1	4%	1	1%	-10%	0%	0%	-4%	1%	-7%	0.8%	-1%
CCCCc1c(C)nc(N)[nH]c1=O	0%	1	-4%	21%	6%	-2%	5%	0%	7%	0.3%	0%
Oc1ccc(Cl)cc1N=Cc1sc2ccccc2c1Cl	6%	-3	-24%	-7%	1%	29%	-14%	-2%	-56%[inhibitor]	0.1%	-2%
Cc1cccc(N2CSC3=C(C#N)C(c4ccc(C)o4)CC(=O)N3C2)c1 (centres undefined)	?	-4	.	15%	?	?	.	.	.	-0.6%	.
CCOC(=O)C(=NCCOC)NNc1cc(Cl)ccc1Cl	-16%	28	-2%	-4%	7%	0%	6%	0%	5%	-0.8%	-2%
COC(=O)c1ccc(CN2CCC(CO)(Cc3cccc(OC)c3)CC2)cc1	-5%	0	0%	-7%	0%	-6%	13%	0%	3%	-0.4%	6%
CC(Oc1ccc(C(=O)c2ccc(F)cc2)cc1)C(=O)N1CCOCC1 (centres undefined)	-4%	24	-6%	9%	0%	-1%	-2%	-3%	-1%	0.0%	2%
O=C(O)c1ccccc1C(=O)c1ccc(Br)s1	8%	-1	17%	7%	2%	4%	-2%	-6%	7%	0.4%	15%
COC(C[C@@H]1O[C@@H]1[C@H](O)[C@H](C)OCc1ccccc1)OC	1%	1	6%	11%	-4%	5%	12%	-7%	9%	-0.6%	5%
O=C1N(C2CCCC2)C[C@@H]2C[C@@H](c3cccn3-c3ccccn3)N3CCC[C@@]123	0%	0	-8%	15%	6%	6%	-3%	-2%	-4%	-0.5%	-1%
[O-]/[N+](=C/c1ccc(F)cc1)c1ccc(Cl)cc1	?	0	37%	-22%	-1%	16µM*	0%	-3%	10%	0.0%	2%
c1ccc(C2=NNC(=NC3CC3)SC2)cc1	-6%	12	-81%[inhibitor]	-27%	0%	?	-20%	1%	31%	0.0%	7%
CCN1CCN(S(=O)(=O)c2ccc(Cl)c(C(=O)NCc3ccco3)c2)CC1	3%	-2	5%	-17%	1%	2%	-3%	-1%	2%	0.0%	3%
O=C(NCCN1C(=O)S/C(=C\c2cccnc2)C1=O)C1=NN(c2ccccc2)C(=O)CC1	-2%	3	5%	11%	1%	2%	-3%	-2%	3%	-0.2%	-1%
COc1c(/C=N/Nc2ccc(C(=O)O)cc2)c(CCN(C)C(C)=O)cc2c1OCO2	-2%	-4	1%	2%	0%	5%	0%	-2%	17%	-0.6%	9%
O=C(Nc1ccc2nsnc2c1)NC1CCCCC1	27%	11	?	-17%	-3%	?	-9%	1%	-23%	0.2%	257%[activator]
O=C(Cn1nc(Cc2cccnc2)c2ccccc2c1=O)Nc1ccccc1F	-1%	.	7%	3%	1%	2%	-3%	-3%	-8%	-0.3%	2%
CCS(=O)(=O)c1ccc2oc(SCC(=O)NCCc3ccc(OC)cc3)nc2c1	-1%	1	-8%	-27%	11%	-4%	.	-1%	-147%[inhibitor]	0.2%	2%
